USP2a inh: blocks human ubiquitin-specific protease USP2a; Potency, µM (doses to about 38.3 µM), without a hit: at the highest dose activity change, negative = inhibition, hits mostly inhibitors; O75604; AID 463254; USP2 core, Ub-CHOP2 coupled fluorogenic reporter, 485/531; 0.01% of 330,000 active;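 also: potency is read from the fitted curve at half-maximal effect; plate controls were DMSO wells for no effect and full inhibition by NEM control for full effect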
Target sequence (O75604 whole entry, looked up): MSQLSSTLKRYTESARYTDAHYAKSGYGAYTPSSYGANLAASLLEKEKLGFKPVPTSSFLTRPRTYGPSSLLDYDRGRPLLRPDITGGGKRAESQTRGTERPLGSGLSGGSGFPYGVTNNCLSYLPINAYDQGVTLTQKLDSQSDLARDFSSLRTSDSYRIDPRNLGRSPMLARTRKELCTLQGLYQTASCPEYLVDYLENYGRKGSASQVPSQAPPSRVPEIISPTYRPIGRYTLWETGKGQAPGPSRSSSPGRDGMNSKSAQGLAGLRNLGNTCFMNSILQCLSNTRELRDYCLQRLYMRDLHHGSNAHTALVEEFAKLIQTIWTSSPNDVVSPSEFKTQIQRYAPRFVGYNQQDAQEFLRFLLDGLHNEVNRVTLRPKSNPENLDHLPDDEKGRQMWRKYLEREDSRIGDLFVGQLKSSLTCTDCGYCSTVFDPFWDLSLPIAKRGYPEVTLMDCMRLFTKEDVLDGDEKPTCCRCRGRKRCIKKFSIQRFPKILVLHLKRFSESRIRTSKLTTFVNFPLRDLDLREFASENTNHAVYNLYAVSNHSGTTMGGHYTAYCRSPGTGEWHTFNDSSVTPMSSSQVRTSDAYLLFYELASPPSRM
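USP2 core (10nM final) preincubated 30min RT with compound in 20mM Tris-HCl pH 8.0, 2mM CaCl2, 2mM beta-mercaptoethanol, 0.05% CHAPS; 25nM Ub-CHOP2 plus 25nM reporter substrate added, fluorescence (Ex485/Em531) read after 60min.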
TSHR antag: antagonists of human thyroid stimulating hormone receptor. P16473. TSHR-expressing cells, TSH-stimulated cAMP HTRF, 2 h; stronger effect = lower value. activity change, negative = inhibition, % at 11.5 µM. 0.2% of 330,000 active. AID 504810;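 active = activity change below a set negative limit, meaning inhibition stronger than a set level, cut at about -70% in these data; inconclusive = activity change between two set negative limits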; also: % is scaled to controls: 0 for no effect and ±100 for the full control effect
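Freshly harvested TSHR cells receive pin-tooled compound, then EC80 TSH at 4nM final. After 2 hours at 37 deg C, antibody in lysis buffer and cAMP-d2 are added; 30 minutes at ambient temperature precede the HTRF read.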
PKM2 activator: increases activity of human pyruvate kinase M2; purified PKM2, Kinase-Glo ATP luminescence, activation; response scale: 0% is enzyme alone, no compound; AID 1631; P14618; 0.34% of 260,000 active; Potency, µM (doses to about 57.5 µM), inactives show top-dose activation, actives largely listed as activators; also: potency is read from the fitted curve at half-maximal effect; % is scaled to controls: 0 for no effect and ±100 for the full control effect; nearly all actives have a fitted effect of over 55% in size
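Purified hPK-M2 (>95%) run at intermediate activity with 0.1 mM ADP and 0.5 mM PEP in 50 mM imidazole pH 7.2, KCl, MgCl2; 1 h room temperature. ATP formed read by Kinase-Glo luminescence; normalized to uninhibited and no-enzyme controls.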
Eya2 inh: inhibitors of human Eya2 phosphatase activity | recombinant Eya2, OMFP fluorescence dephosphorylation (OMFP is methylfluorescein phosphate) | Potency, µM (series often up to 76.9 µM), for the others: top-dose activity, negative = inhibition, usual class: inhibitors | 0.006% of 330,000 active; also: potency is read from the fitted curve at half-maximal effect; % is scaled to controls: 0 for no effect and ±100 for the full control effect
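Eya2 (0.2 uM) preincubated 10 min at ambient with compound, then OMFP substrate added at 50 uM; 10 min reaction in 50 mM HEPES pH 7.5, 50 mM NaCl, 5 uM MgCl2, 0.05% BSA, 1 mM DTT. Fluorescence read at Ex 485/Em 525 nm.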
Mito fusion yeast: inhibitors of mitochondrial division or activators of mitochondrial fusion | 0.23% of 320,000 active | Potency, µM (doses to about 46.1 µM), for inactives: top-dose growth rescue (activation), most hits filed as activators | AID 485298 | S. cerevisiae fusion-defective mutant growth rescue, CellTiterGlo 48 h;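 also: potency is read from the fitted curve at half-maximal effect; % of control where 0% means no effect; nearly all actives have a fitted effect of over 45% in size; temperature-sensitive fusion mutants such as fzo1-1 at 37 °C on non-fermentable ethanol glycerol medium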
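Luminescent cell viability in 1536-well qHTS format served as the measure of rescued growth in ts fusion-mutant S. cerevisiae cultured on non-fermentable YPEG for 48 hours at 37C.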
GALK inhibitor: inhibitors of human galactokinase; P51570; Purified GALK, Kinase-Glo residual ATP luminescence; Potency, µM (doses to about 57.5 µM), for the others: top-dose activity change, negative = inhibition, hits mostly inhibitors; 0.007% of 270,000 active; AID 1868; also: potency is read from the fitted curve at half-maximal effect; % is scaled to controls: 0 for no effect and ±100 for the full control effect
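Galactose (100 uM) and ATP (35 uM) were turned over by 5 nM GALK for 1 h at RT. Kinase-Glo Plus then converted the remaining ATP into a luminescent signal.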
Chronic BCR inh: chronic active BCR signaling inhibition. ABC-DLBCL IkBa-CBG/CBR reporter, luminescence ratio, 4 h. Potency, µM (series often up to 46.1 µM), for the others: at the top dose ratio change, negative = lower green/red ratio, actives largely listed as inhibitors. AID 493014. 0.05% of 340,000 active; active = well fitted inhibition curve with a large enough effect in the signal ratio, with a control signal flat, not every such curve was filed as active; inconclusive = small, poorly fitted or top-dose-only effect, or effect the other way, or a change in a side signal; the % refers to the signal ratio;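 also: potency is read from the fitted curve at half-maximal effect; plate controls were basal doxycycline-induced cells for no effect and cells given 10 µM MG132 for full effect; MG132 reads +100%, hits lower the ratio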
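Cell line TMD8 (human ABC DLBCL), stably expressing tet-inducible CBG68-IkBa fusion and CBR; IMDM/0.5% FBS; cpd up to 46 uM; dox induction, 4 h, 37C/5% CO2; dual luminescence; green/red ratio; MG132 control.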
MBNL1-CUG inh: blocks human MBNL1 binding to CUG repeat RNA | TR-FRET MBNL1-His/biotin-(CUG)12 binding, 665/545 ratio | Potency, µM (series often up to 57.5 µM), for inactives: at the highest dose activity change, negative = inhibition, usual class: inhibitors | 0.036% of 280,000 active | AID 2675; active = well fitted inhibition curve with a large enough effect in the signal ratio, with a control signal flat, not every such curve was filed as active; inconclusive = small, poorly fitted or top-dose-only effect, or effect the other way, or a change in a side signal; inactive = no such curve, though single readings can be large or run the other way; the % refers to the signal ratio; also: potency is read from the fitted curve at half-maximal effect; % is scaled to controls: 0 for no effect and ±100 for the full control effect
Target sequence (Q9NR56 whole entry, looked up): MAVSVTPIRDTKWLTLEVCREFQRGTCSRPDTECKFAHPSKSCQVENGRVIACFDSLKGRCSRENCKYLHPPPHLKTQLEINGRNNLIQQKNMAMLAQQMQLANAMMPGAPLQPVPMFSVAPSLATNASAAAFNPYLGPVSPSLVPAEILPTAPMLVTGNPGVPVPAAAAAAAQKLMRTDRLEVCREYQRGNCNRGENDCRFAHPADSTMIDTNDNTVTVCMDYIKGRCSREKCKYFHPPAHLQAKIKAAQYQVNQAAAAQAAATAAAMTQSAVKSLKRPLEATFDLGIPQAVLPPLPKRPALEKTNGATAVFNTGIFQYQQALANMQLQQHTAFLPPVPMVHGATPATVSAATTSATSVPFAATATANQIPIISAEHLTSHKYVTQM
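Compound titration spanned 92 nM–58 uM against the MBNL1-His/biotin-(CUG)12 complex. After 60 min at room temperature with 5 nM streptavidin-XL665 and 0.055 ng/ul terbium anti-His, ratiometric 665/545 nm emission (Ex 340 nm) normalized to controls.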
KCNH2 WT inh: KCNH2 (human, wildtype) channel inhibition | U2OS, BacMam KCNH2, thallium flux FluxOr; stronger effect = lower value | AID 720551 | activity change, % at 1.84 µM | Q12809 | 0.37% of 340,000 active;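 active = maximum activity change below -70%; inconclusive = maximum activity change between -70% and -50%; inactive = maximum activity change above -50%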; also: % is scaled to controls: 0 for no effect and ±100 for the full control effect
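U2OS cells transduced with wild-type KCNH2 virus are loaded with FluxOr dye for 45 min, and thallium flux is measured in kinetic reads before and after stimulation buffer. Rate constants are normalized to DMSO controls.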
Menin MLL FP TR: menin-MLL binding inhibition, Texas Red mutant peptide; Potency, µM (series often up to 61.6 µM), inactives show top-dose FP activity change, negative = inhibition, hits mostly inhibitors; Menin + Texas Red MLL mutant peptide, fluorescence polarization; 0.23% of 270,000 active; O00255; active = well fitted inhibition curve with a large enough effect in the polarisation, with a control signal flat, not every such curve was filed as active; inconclusive = small, poorly fitted or top-dose-only effect, or effect the other way, or a change in a side signal; inactive = no such curve, though single readings can be large or run the other way; the % refers to the polarisation; also: potency is read from the fitted curve at half-maximal effect; % of control where 0% means no effect; many of its hits are not listed in these tables
S-ASM inh: human S-ASM enzyme inhibition | 0.006% of 340,000 active | P17405 | placental ASM, HMU-PC fluorogenic substrate, 60 min | Potency, µM (series often up to 57.5 µM), for the others: at the highest dose activity change, negative = inhibition, usual class: inhibitors | AID 504937; also: potency is read from the fitted curve at half-maximal effect
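Human placenta-derived ASM preincubated with compound 10 min at room temperature, then reacted with 9 uM (final) fluorogenic HMU-PC substrate for 60 min at 37 C. Stop solution raises pH to 10; fluorescence read at Ex 386/Em 447 nm.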
* = called active by the depositor; ? = inconclusive; . = not tested or not shown; [ ] = dose if it differs, or a comment. Unless noted, calls follow the shape of the dose curve; as a rule, active = well fitted curve in the direction sought with a large enough effect; inconclusive = small, poorly fitted or top-dose-only effect, or another doubt; inactive = no such curve, though single readings can be large; an effect the other way counts as inactive or inconclusive. This is a subset, so the mix of outcomes need not match the whole.

Every second line gives: USP2a inh, TSHR antag, PKM2 activator, Eya2 inh, Mito fusion yeast, GALK inhibitor, Chronic BCR inh, MBNL1-CUG inh, KCNH2 WT inh, Menin MLL FP TR, S-ASM inh
O=C(CNS(=O)(=O)c1ccccc1)N1CCN(c2ccccc2)CC1
  0%, 6, 1%, -26%, 2%, 0%, 0%, -12%, -10, -1%, 0%
Cc1nnc(NC(=O)CCN2C(=O)/C(=C\c3ccccc3)SC2=S)s1
  10%, 22, 0%, -9%, -4%, 0%, 7%, ., -3, ., -3%
CCOc1ccc(N(C(=O)c2snc(C(N)=O)c2N)C(C(=O)NC2CCCC2)C(C)C)cc1 (stereo not drawn)
  0%, 16, 1%, -12%, -16%, -4%, 7%, 3%, 2, -12%, 49%[activator]
CCOC(=O)C1=C(c2ccccc2)NC(N)=NC1c1ccc(OCc2ccc(C(=O)OC)cc2)cc1 (stereo not drawn)
  -27%, -7, -9%, -5%, -2%, -1%, ?, ., 1, ., ?
COc1cccc(-c2onc3ccc(C(=O)/C=C/N(C)C)cc23)c1
  2%, -10, ., -8%, 18%, -1%, -12%, ?, 1, -5%, -3%
O=S(=O)(c1ccc2nc(COc3ccc(Cl)cc3Cl)[nH]c2c1)N1CCOCC1
  -2%, 1, 2%, 4%[15.4 µM], 8%, 1%, ?, -11%, 46, ?, ?
O=C(/C=C/Sc1ccccc1)c1ccccc1
  1%, -30, -5%, -6%, 0%, 0%, ?, ?, 4, 9%, -1%
COc1ccc(CCNC(=O)C(=O)NCC2OCCN2S(=O)(=O)c2ccc(OC)c(C)c2)cc1 (stereo not drawn)
  2%, -1, -3%, 10%, 1%, ., ?, 8%, 3, 11%, -8%
CCOC(=O)c1nn(-c2cccc(OC)c2)c(-c2ccccc2)c1C(=O)c1ccccc1
  3%, -10, 3%, 8%, -23%, -1%, 23%, 7%, 0, ., -5%
CCOc1ccc(S(=O)(=O)Nc2cccc(C(=O)NCC(c3ccccc3)N(C)C)c2)cc1 (stereo not drawn)
  0%, 6, ., 12%, 4%, ., 5%, ., -1, ., -1%
O=C(NCC(=O)N1CCN(Cc2c(F)cccc2Cl)CC1)c1cccc(Cl)c1
  0%, 4, ., -12%, -2%, ., -2%, ., 4, ., 16%
O=c1[nH]c2ccccc2[nH]c1=O
  9%, -6, 2%, -3%, -1%, -2%, 5%, 3%, 5, ., 1%
C#CCCOC(=O)N1C2=NC(C(=O)OC)=C(C(=O)OC)[C@@H]3N(CC=C)c4ccccc4[C@]23C[C@H]1C(=O)OC
  0%, 4, -1%[11.5 µM], -7%, -6%, -2%, -4%, 1%, -6, -2%[11.7 µM], 7%
CCCNC(=O)C1Cc2cc(S(=O)(=O)N3CCCC3)ccc2N1C(C)=O (stereo not drawn)
  1%, -4, ., -6%, 2%, 2%, -12%, -4%, -35, ., -1%
Cc1cc(C)c(-n2c(SCC(=O)N3CCOCC3)n[nH]c2=O)c(C)c1
  -1%, 7, ., 11%, -1%, 3%, -10%, 5%, ., ?, 0%
Cn1c(=NC(=O)c2ccco2)sc2ccccc21
  0%, -9, -16%, 0%, 5%, 10%, -1%, -4%, -10, 0%, 2%
COc1ccc(CCC(C)NC(=O)CCc2ccccc2)c(OC)c1 (stereo not drawn)
  1%, 1, ., -9%, -3%, 8%, 0%, -9%, -2, -22%, -3%
CCOc1ccccc1Nc1nc(-c2sc(NC(=O)c3ccco3)nc2C)cs1
  5%, -5, -12%, -17%, 8%, -1%, ?, 188%[activator], 4, ?, -20%
CC(C)(C)[C@H]1C=C(C(=O)NC2CC2)O[C@@H](OCCCCO)C1
  0%, -8, -6%, 15%, -3%, -1%, 5%, -5%, 1, -14%, 1%
CNC(=O)c1ccccc1-c1cn(C)c2ccccc2c1=O
  17%, 20, 0%, 2%, 1%, -1%, 3%, -6%, -2, 1%, -1%
CC(C)(C)N/C=C(\C#N)S(=O)(=O)c1ccc(Br)cc1
  1%, 1, 16%, 4%, 3%, -6%, 11%, ., -3, ., 0%
Cc1cccc(C(=O)Nc2nc(C)c(C(=O)Nc3ccc4c(c3)CCC4)s2)c1
  -6%, 0, -12%, -1%, 1%, 8%, ?, 2%, -8, ., -2%
CCN(C(=O)CSc1ncnc2sc(C)c(C)c12)C1CCS(=O)(=O)C1 (stereo not drawn)
  2%, 3, -3%, -18%, 19%, 9%, ?, -10%, -8, -14%, -2%
Cc1ccc(C(=O)N/C(=C\c2ccco2)C(=O)NC2CCS(=O)(=O)C2)cc1 (stereo not drawn)
  12%, 22, 3%, 5%, -2%, -1%, -1%, 15%, -6, ., 5%
O=C(C(=O)N1CCN(c2cccc(Cl)c2)CC1)c1c[nH]c2ccccc12
  -14%, -1, -4%, -14%, ?, -2%, ., -2%, 10, 24%, -8%
CC(C)=C1C2C=CC1C(C(=O)Nc1cccc(C)c1)C2C(=O)O (stereo not drawn)
  0%, 12, 0%, -1%, -2%, 16%, -2%, 0%, 3, 0%, 3%
COc1ccc(-c2cn(CCC(=O)O)c(-c3ccc(Cl)nc3)n2)cc1
  1%, -2, ., 7%, 0%, ., 1%, ., -17, ., 6%
COc1ccccc1C(=O)NC(=O)COC(=O)c1cc[n+]([O-])cc1
  2%, -3, ., 18%, 0%, ., -6%, ., 19, ., 2%
COc1cc(-c2nnc(COC(=O)c3nn(CC(C)C)c(=O)c4ccccc34)o2)cc(OC)c1OC
  1%, -10, ., -21%, -4%, ., -3%, ., -9, ., -12%
CC1(C2CC2)NC(=O)N(CC(=O)Nc2ccc(C(F)(F)F)cc2)C1=O (stereo not drawn)
  -3%, 12, ., -10%, -5%, ., -1%, ., 5, ., -4%

Next results follow.
Every second line gives: USP2a inh, TSHR antag, PKM2 activator, Eya2 inh, Mito fusion yeast, GALK inhibitor, Chronic BCR inh, MBNL1-CUG inh, KCNH2 WT inh, Menin MLL FP TR, S-ASM inh
CC(C)C(c1nnnn1Cc1ccccc1)N1CCN(Cc2ccco2)CC1 (stereo not drawn)
  1%, -2, -2%, -4%, 0%, 9%, -1%, -3%, -17, -3%, 3%
Cc1ccccc1-c1nc(CN2CCC(C(=O)O)CC2)c(C)o1
  0%, 5, 2%, 1%, -1%, 1%, 14%, 3%, 3, -4%, -3%
O=C(NCC1CCCN1S(=O)(=O)c1cccs1)c1ccc(F)c(F)c1 (stereo not drawn)
  -1%, -4, ., 10%, -3%, ., -8%, ., 25, ., 0%
O=C(O)c1ccc(Nc2ccc(Cl)c(Cl)c2)c([N+](=O)[O-])c1
  5%, -17, ., 1%, 14µM*, ., -2%, ?, -21, ?, 4%
COCCNC(=O)c1cn(C)c2ccccc2c1=O
  5%, 17, ., -20%, -9%, 2%, ?, -3%, 1, 8%, 0%
C#CCOCCOCCOCCNc1nc(N2CCN(C(=O)CCCCCCCCCCNC(=O)[C@@H](CCSC)n3cc(CCO)nn3)CC2)nc(N2CCN(C(=O)CCCCCCCCCCNC(=O)[C@@H]([C@H](C)O)n3cc(C)nn3)CC2)n1
  -2%, -21, ., -3%, 1%, ., 0%, ., -12, ., 4%
O=C(NCC1CCCO1)c1onc(CSc2cccc(Cl)c2)c1C(=O)O (stereo not drawn)
  1%, -7, 1%, 10%, 2%, -13%, 1%, -3%, -15, 14%, 9%
COc1ccccc1NC(=O)C(C)OC(=O)CN1C(=O)C2CC=CCC2C1=O (stereo not drawn)
  1%, -1, ., 9%, -4%, ., ?, ., 3, ., 0%
COc1ccc(/C=C2\CCc3ccccc3C2=O)cc1O
  -2%, -19, -21%, -11%, -1%, -2%, ?, ?, 3, 5%, -3%
O=C(COc1ccc(F)cc1)NCC1(N2CCCCC2)CCCCC1
  2%, 11, ., 11%, -7%, ., ?, ., 58, ., 5%
